# HKDC1 inh: inhibitors of human hexokinase HKDC1 | recombinant HKDC1, G6PDH/diaphorase resazurin coupled fluorescence | Q2TB90 | 0.16% of 340,000 active | inhibition, % at 20 µM | AID 493160;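 active means inhibition above about 35% when tested at 20 µM, limit read from the data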;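 further: plate controls were DMSO wells with enzyme for no effect and DMSO wells lacking enzyme for full effect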
#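 Material – in-house recombinant HK5 (HKDC1) enzyme · Quantity – HKDC1 at 5 µg/mL · Buffer or medium – pH 8.0 Tris buffer with 10 mM MgCl2 · Reagent – glucose with 1 mM ATP · Dosing – single 20 µM dose · Times – reaction time 90 min, room temperature, protected from light · Technique – resorufin fluorescence at 613 nm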
# SENP1 FRET inh: SENP1 (human) catalytic domain inhibition. Q9P0U3. recombinant SENP1 catalytic domain, CyPet-SUMO1-YPet FRET cleavage. inhibition, % at 10 µM. 0.21% of 360,000 active;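 active means inhibition at least 30% at 10 µM, raw YFP signal under a set limit, fluorescence ratio 0.5 to 1.5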;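 further: 0% = enzyme with DMSO and 100% = no enzyme wells; some results filed as inactive read as strong as hits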
#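 Compound: 10 µM single point, 0.5% DMSO; Test system: hSENP1 catalytic domain, recombinant; Timing: 50 min reaction at room temperature; Technique: FRET, CFP and YFP emission; Control set: no-enzyme wells low, DMSO-plus-enzyme wells high control.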
# SENP7 block: SENP7 protease inhibition; inhibition, % at 5 µM; recombinant SENP7, Z-RLRGG-aminoluciferin luminescence, 40 min; 1.5% of 330,000 active; Q9BQF6;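 active means inhibition above about 50% at the single test dose, limit read from the data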;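 further: plate controls were DMSO with enzyme for no effect and no enzyme buffer wells for full effect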
# PfGluPho inh: PfG6PD (Plasmodium falciparum) enzyme inhibition; PfGluPho enzyme, NADPH resazurin-diaphorase fluorescence; inhibition, % at 20 µM; AID 504690; 0.78% of 350,000 active;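 active means inhibition reaching at least a set limit at 20 µM in the primary screen, cut at about 59% in these data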;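 further: 0% = DMSO wells with substrate and 100% = DMSO wells lacking glucose-6-phosphate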
# SENP8 block-1: SENP8 (human) protease inhibition | Q96LD8 | recombinant SENP8, Nedd8 substrate fluorescence | inhibition, % at 20 µM | 0.64% of 360,000 active | AID 602440; in the data active means inhibition mostly above about 40%, no sharp cut-off; inactive means mostly below about 27%
# SENP6 inh: SENP6 protease inhibition | Q9GZR1 | Recombinant SENP6 catalytic domain, aminoluciferin luminescence | inhibition, % at 10 µM | 1.8% of 330,000 active | AID 2599;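 active means inhibition above about 50% at the single tested dose, limit read from the data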;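 further: plate controls were DMSO wells with enzyme for no effect and DMSO wells lacking enzyme for full effect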
# Apaf1 inhib: blocks human Apaf-1 apoptosome activity; O14727; reconstituted apoptosome caspase-3 activity, DEVD-Rh110 fluorescence; inhibition, % at 20 µM; 0.71% of 330,000 active; AID 489030; active means inhibition of at least 40% at 20 µM;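 further: plate controls were DMSO wells for no effect and DEVD-CHO caspase inhibitor wells for full effect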
# Target sequence (O14727 whole entry, looked up): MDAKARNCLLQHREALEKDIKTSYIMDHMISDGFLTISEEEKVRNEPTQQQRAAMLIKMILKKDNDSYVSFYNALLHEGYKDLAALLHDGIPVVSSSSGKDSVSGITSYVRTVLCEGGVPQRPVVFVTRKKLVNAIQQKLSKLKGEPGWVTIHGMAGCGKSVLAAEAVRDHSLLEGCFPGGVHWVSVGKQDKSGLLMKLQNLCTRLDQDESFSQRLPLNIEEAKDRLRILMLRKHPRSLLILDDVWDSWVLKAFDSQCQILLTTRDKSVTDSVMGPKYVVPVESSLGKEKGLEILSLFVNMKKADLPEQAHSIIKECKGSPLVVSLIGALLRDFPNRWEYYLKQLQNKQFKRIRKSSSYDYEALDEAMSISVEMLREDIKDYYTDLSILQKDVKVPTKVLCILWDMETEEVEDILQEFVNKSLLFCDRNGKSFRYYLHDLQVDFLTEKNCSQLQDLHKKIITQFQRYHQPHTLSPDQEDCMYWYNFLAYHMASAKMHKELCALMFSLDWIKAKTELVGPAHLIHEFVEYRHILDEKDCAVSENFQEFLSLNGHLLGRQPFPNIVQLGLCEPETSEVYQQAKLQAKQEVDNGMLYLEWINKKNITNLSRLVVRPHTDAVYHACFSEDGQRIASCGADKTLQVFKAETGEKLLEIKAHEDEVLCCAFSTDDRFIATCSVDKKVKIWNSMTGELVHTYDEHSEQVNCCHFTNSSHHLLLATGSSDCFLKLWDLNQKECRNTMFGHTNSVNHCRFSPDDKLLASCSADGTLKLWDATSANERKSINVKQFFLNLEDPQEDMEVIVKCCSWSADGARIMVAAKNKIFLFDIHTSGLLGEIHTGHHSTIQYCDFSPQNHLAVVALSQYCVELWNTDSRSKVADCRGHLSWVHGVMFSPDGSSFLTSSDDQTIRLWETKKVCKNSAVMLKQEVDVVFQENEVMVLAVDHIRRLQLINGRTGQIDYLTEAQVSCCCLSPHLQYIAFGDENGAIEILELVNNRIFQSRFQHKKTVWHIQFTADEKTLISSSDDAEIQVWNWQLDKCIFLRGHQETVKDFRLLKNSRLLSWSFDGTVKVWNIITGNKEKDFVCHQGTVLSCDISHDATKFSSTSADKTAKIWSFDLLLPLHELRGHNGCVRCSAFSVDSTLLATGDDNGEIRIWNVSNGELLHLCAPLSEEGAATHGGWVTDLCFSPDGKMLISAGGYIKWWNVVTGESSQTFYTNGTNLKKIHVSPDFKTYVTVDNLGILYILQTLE
#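 detection = Rh110 fluorescence intensity | test system = biochemical Apaf-1 apoptosome reconstitution | also added = cytochrome c and DEVD-Rh110 substrate | schedule = 30 min plus 50 min, RT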
# SENP8 block-2: blocks the human protease SENP8; Q96LD8; purified SENP8, Z-RLRGG-aminoluciferin cleavage, luminescence; inhibition, % at 10 µM; 1.2% of 330,000 active; AID 2540; in the data active means inhibition above about 50%
# An asterisk follows results filed as active; . = not tested or not shown. Outcome played no part in choosing rows; 3.6% or so of the library scored in one or more.
SMILES,HKDC1 inh,SENP1 FRET inh,SENP7 block,PfGluPho inh,SENP8 block-1,SENP6 inh,Apaf1 inhib,SENP8 block-2
CCOC(=O)Cn1c(S(=O)(=O)Cc2ccc(F)cc2)nc(-c2ccccc2)c1-c1ccccc1,-2,2,-13,11,4,-4,10,-2
Cc1ccsc1-c1nc(CN(C)C(C2CC2)C2CC2)c(C)o1,-7,-22,5,-6,-73,-17,1,0
O=C(NCc1ccccn1)C(=O)NCC1OCCCN1S(=O)(=O)c1cc(F)ccc1F (stereo not drawn),-6,-2,-7,-11,7,-22,-2,-6
COc1cccc(CNC(=O)Cn2nc(C)c3c(C)n(-c4ccc(C)cc4)nc3c2=O)c1OC,-1,2,2,-5,14,-16,0,9
COc1cc(C=O)ccc1OCC(=O)NC(C)(C)C,-5,3,0,3,13,-1,-13,-2
COc1c(C)cc(C(=O)C2CCCN(C(=O)c3cccc(-n4cccn4)c3)C2)cc1C (stereo not drawn),-3,0,3,8,9,2,5,1
CC(C)(C)n1ncc2c(=O)n(Cc3ccc(Cl)cc3)cnc21,-6,4,6,-9,2,13,9,4
Cc1cc(NC(=O)CCC(=O)N(CCc2ccccc2)C(C(=O)NC2CCCC2)c2ccco2)no1 (stereo not drawn),-7,1,-5,9,8,-23,17,-8
CCOc1ccc(-c2[nH]ncc2-c2ccccc2)c(O)c1,-2,2,14,11,15,-8,-2,-13
CCCn1nc(NS(=O)(=O)c2cccc3nonc23)c2cc3ccccc3nc21,-3,-10,-16,-22,19,-20,14,0

# Overlap with the part before: three entries, then new ones.
SMILES,HKDC1 inh,SENP1 FRET inh,SENP7 block,PfGluPho inh,SENP8 block-1,SENP6 inh,Apaf1 inhib,SENP8 block-2
Cc1cc(NC(=O)CCC(=O)N(CCc2ccccc2)C(C(=O)NC2CCCC2)c2ccco2)no1 (stereo not drawn),-7,1,-5,9,8,-23,17,-8
CCOc1ccc(-c2[nH]ncc2-c2ccccc2)c(O)c1,-2,2,14,11,15,-8,-2,-13
CCCn1nc(NS(=O)(=O)c2cccc3nonc23)c2cc3ccccc3nc21,-3,-10,-16,-22,19,-20,14,0
Cc1ccc(N2CC(NS(=O)(=O)c3cc(F)ccc3F)CC2=O)cc1C (stereo not drawn),-5,3,-12,-3,17,-19,14,0
COc1ccc(Cl)cc1S(=O)(=O)N1CCC(O)(c2ccc(Cl)cc2)CC1,-3,2,8,15,18,-13,-1,3
CCCCOc1ccc(C(=O)NCC2(c3ccccc3)CCOCC2)cc1,0,1,-6,-4,18,-30,17,-11
COc1ccccc1NS(=O)(=O)c1ccc(C)c(NS(=O)(=O)c2cc(C(=O)O)cc(C)c2C)c1,0,0,0,-10,-1,0,19,0
Cc1cc(C)cc(NC(=O)N2CCC(NC(=O)c3ccccc3C)CC2)c1,-3,1,-2,-6,16,-20,1,-3
CC1(C)Cc2nc(Cl)c(C(=O)O)cc2CO1,3,2,-10,5,5,-21,-2,-8
O=C(CCNC(=O)c1ccco1)Nc1ccc(C(F)(F)F)cc1,-3,0,7,9,10,-17,-1,3
CC(=O)C1=C(C)NC(SCc2ccc(C#N)cc2)=C(C#N)C1c1ccco1 (stereo not drawn),-10,2,.,5,-7,.,.,.
COC(=O)[C@@H](Cc1c[nH]c2ccccc12)NC(=O)C1CCCN(S(=O)(=O)c2ccc(C)cc2)C1 (stereo partly drawn),-4,0,8,10,14,-16,11,-1
COc1ccc(-n2c(Cc3cccn3C)nnc2SCC(=O)Nc2ccccc2C)cc1,-6,2,0,2,5,1,9,-1
COc1cc(/C=C(\C#N)C(=O)Nc2cccc3ncccc23)cc(OC)c1OC,-1,-51,-10,23,-20,-39,5,-5
CC(=O)Nc1cc(=O)c2cccnc2[nH]1,8,-89,.,15,-309,.,.,.
Clc1ccc2c(c1)C1CC2CCN1Cc1ccccc1 (stereo not drawn),-2,-1,.,-4,6,.,.,.
CCOC(=O)C1(Cc2ccccc2)CCCN(C(=O)c2cnn(CC)c2)C1 (stereo not drawn),0,4,0,7,11,-2,-3,3
COc1cccc2sc3cc(C#Cc4ccccn4)ccc3c(=O)c12,19,-33,-1,4,-242,17,33,11
CCC(C)N(C(=O)c1csnn1)C(C(=O)NCc1ccc(F)cc1)c1ccccc1 (stereo not drawn),-1,-2,4,-21,8,-20,8,-1
NC1=NC2(CCCCCC2)n2c(nc3ccccc32)N1,3,0,-1,3,29,-2,-5,0
COC(=O)c1ccc(C(=O)OC)c(NC(=O)CN2CCN(c3ccccc3OC)CC2)c1,1,1,-17,11,-10,-4,8,-5
CCOc1ccc(/C=C2\SC(=O)N(CCNC(=O)CN3C(=O)NC4(CCCC4)C3=O)C2=O)cc1OC,-2,-3,2,10,-94,-2,-1,1
S=C1NCCOCCNC(=S)NCCOCCOCCN1,6,3,1,4,15,-7,1,0
COc1cccc(NC(=O)Nc2cccc(C(=O)O)c2)c1,-7,3,93*,-2,0,7,-6,90*
Cc1cccnc1NC(=O)CCCNC(=O)c1ccc(Cl)cc1,-4,1,-4,5,9,10,-8,-2
COc1ccc(CC(=O)Nc2ccc(C(=O)NC(C)(C)C)cc2)cc1,2,-1,0,-16,0,-10,-9,-4
COCCn1c(SCC(=O)NC2CCCCC2C)nnc1-c1ccncc1 (stereo not drawn),-5,-1,8,7,12,-16,0,-2
CSC1=NC(C(Cl)(Cl)Cl)N=C(c2ccc(C)cc2)N1 (stereo not drawn),-3,-1,-2,5,5,1,-11,5
Cc1ccc(C)n1-c1ccc(C(=O)Nc2ccccc2)cc1,-6,-16,2,8,-5,-29,-8,-4
CCOc1cc(N2CCOCC2)c(OCC)cc1NC(=O)c1ccc(NC(C)=O)cc1,1,8,-7,6,8,-10,9,1
NC(=O)C(=O)N/N=C/c1c(F)c(F)c(F)c(F)c1F,-13,1,5,-9,0,6,-12,6
COc1cc(Cl)c(C)cc1Nc1ncccn1,0,0,2,-3,9,-8,14,0
COc1ccc(NC(=O)C(c2ccc(OC)cc2)N(C)C(=O)CC2NC(=O)NC2=O)cc1 (stereo not drawn),4,1,-8,-1,12,-14,10,-6

# Part of the list above, reformatted:
structure | HKDC1 inh | SENP1 FRET inh | SENP7 block | PfGluPho inh | SENP8 block-1 | SENP6 inh | Apaf1 inhib | SENP8 block-2
CSC1=NC(C(Cl)(Cl)Cl)N=C(c2ccc(C)cc2)N1 (stereo not drawn) | -3 | -1 | -2 | 5 | 5 | 1 | -11 | 5
COc1ccc(CC(=O)Nc2ccc(C(=O)NC(C)(C)C)cc2)cc1 | 2 | -1 | 0 | -16 | 0 | -10 | -9 | -4
Cc1ccc(C)n1-c1ccc(C(=O)Nc2ccccc2)cc1 | -6 | -16 | 2 | 8 | -5 | -29 | -8 | -4
NC(=O)C(=O)N/N=C/c1c(F)c(F)c(F)c(F)c1F | -13 | 1 | 5 | -9 | 0 | 6 | -12 | 6

# The results go on.
SMILES,HKDC1 inh,SENP1 FRET inh,SENP7 block,PfGluPho inh,SENP8 block-1,SENP6 inh,Apaf1 inhib,SENP8 block-2
COc1ccccc1/C=C/C=N/NC(=O)c1ccc(=O)n(C)c1,-6,1,7,-9,-108,-11,-1,-1
O=C(N/N=C\C=C\c1ccc2c(c1)OCO2)C1COc2cc3ccccc3cc2O1 (stereo not drawn),-2,3,-2,-4,-222,5,1,1
CCCCNC(=O)[C@H](Cc1c[nH]c2ccccc12)NC(=O)c1ccccc1Cl,-4,4,4,2,-1,8,4,1
Cc1[nH]c(C)c(S(=O)(=O)N2CCN(c3cccc(Cl)c3)CC2)c1C(=O)N1CCCCC1,-3,3,3,-11,14,13,15,6
CC1=NN(C(N)=S)C(=O)C1N=Nc1ccccc1Cl (stereo not drawn),-28,2,53*,6,42*,89*,-3,83*
COc1ccc(N(CCN2C(=O)c3ccccc3C2=O)C(=O)c2cccc([N+](=O)[O-])c2)cc1,-1,0,9,3,11,11,12,2
COc1ccc(OC)c(NC(=O)COC(=O)Cn2nnc(-c3ccccc3)n2)c1,2,0,-2,0,7,-16,-10,-3
COc1cccc(OC)c1C(=O)NC(=S)Nc1ccc2c(c1)OCCO2,-6,0,-1,-5,15,1,1,2
COc1ccc(CCN(C)C(=O)c2cc(S(=O)(=O)N3CCCCC3)ccc2Cl)cc1OC,-4,2,3,17,9,-14,21,-1
COc1ccc(CN(C)C(=O)c2cc(-c3ccccc3)nc3ccc(C)cc23)c(OC)c1OC,-1,1,-8,21,-43,0,33,0
COc1ccc(-c2nc3c(s2)CCc2onc(-c4ccc(OC)cc4)c2-3)cc1,0,1,-4,9,-252,-2,9,3
CCOc1ccccc1CSc1nc2ccccc2[nH]1,17,-2,-8,-4,14,-2,1,-24
CC(C)(C)OC(=O)N1CCCC1C(=O)NCCc1ccccc1 (stereo not drawn),3,0,4,-15,20,3,-1,10
CCN(CC)c1ccc(/C=N/NC(=O)CNC(=O)C2COc3ccccc3O2)c(O)c1 (stereo not drawn),-9,-56,-11,-16,-161,4,28,-3
O=C1NC2(CCCCCC2)Cc2ccccc21,-6,4,-14,-24,13,-72,3,-2
Cc1nc(SCC(=O)Nc2ccc3c(c2)OCO3)c(C#N)c2c1CCCC2,-6,-1,1,-13,9,-7,4,3
COc1cccc(NC(=O)N2CCCC2C(=O)NCc2ccccc2F)c1 (stereo not drawn),15,1,-5,-24,9,-17,-13,2
COc1ccc(CCNC(=O)c2nonc2N)cc1OC,-2,0,0,-12,6,11,1,9
CN(c1ccccc1)S(=O)(=O)c1ccc(Cl)c(C(=O)OCC(N)=O)c1,-8,4,-5,1,9,-12,-1,-5
Cc1ccc(C(=O)N2CCN(Cc3ccccc3)CC2)o1,-1,0,-6,1,5,-11,-9,-2
CC(O)CNCCCCOc1ccc(OCc2ccccc2)cc1 (stereo not drawn),-1,1,4,-7,14,-6,-9,-1
